High-throughput results as filed in PubChem.
HTR5A ag = counter-screen for OPRM1-OPRD1 agonists: human HTR5A agonism; activation, % at 9.3 µM; P47898; 0.61% of 340,000 active; HTR5A agonist assay, luminescence, cell-based; AID 504692; in the data active means activation mostly above about 9.5%, no sharp cut-off; inactive means mostly below about 7.6%;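 further: 0% = cells with vehicle only and 100% = reference agonist; strong numbers were not always called active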
V-ATPase pH = yeast V-ATPase proton transport regulation by pHLuorin | S. cerevisiae, pHLuorin cytosolic pH fluorescence | response, % at 10 µM | 0.37% of 350,000 active; in the data active means response mostly above about 7.3%, no sharp cut-off; inactive means mostly below about 5.4%; further: actives read high; inactives centre near 0; some compounds called inactive have numbers as strong as hits; reference of the scale not given here
HTR5A inv ag = inverse agonist of human HTR5A in OPRM1-OPRD1 counter-screen. HTR5A cell line, luminescence, inverse agonism. 0.083% of 340,000 active. P47898. inhibition, % at 9.3 µM; in the data active means inhibition mostly above about 23%, no sharp cut-off; inactive means mostly below about 18%;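 further: 0% = cells with DMSO and 100% = no-cell wells with DMSO; some compounds called inactive have numbers as strong as hits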
RTF Ca sens act = cardiac RTF calcium sensitization | P19429+P45379 | IANBD-labeled TnC RTF fluorescence at EC20 calcium; 0% EC20 calcium, 100% full calcium | activation, % at 7.2 µM | 0.24% of 340,000 active | AID 493008;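 active means activation above the mean over all tested compounds plus 3 SD, cut at about 30% in these data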;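 further: rise in fluorescence read as greater calcium sensitivity of cardiac thin filaments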
LANA DNA inh = blocks KSHV LANA C-terminal domain binding to DNA; 0.078% of 340,000 active; AID 504423; inhibition, % at 9 µM; MBP-C-LANA/FAM-LBS DNA binding, fluorescence polarization;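 active means highest replicate inhibition at or above 60% at 9 µM, even if other replicates fall short; inactive means all replicates below 60% inhibition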;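 further: 0% = neutral control wells and 100% = 4 µM acridine orange control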
Cardiac RTF inh = cardiac RTF calcium desensitization; P19429+P45379; IANBD-labeled cardiac RTF, Ca2+ fluorescence; inhibition, % at 7.15 µM; 0.12% of 340,000 active;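 active means inhibition above the mean inhibition of all tested compounds plus 3 SD, cut at about 17% in these data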;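 further: assay run at fixed EC70 calcium of 1.6 mM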
Keap1 Nrf2 FP = Keap1-Nrf2 (human) interaction inhibition; Keap1 Kelch-Nrf2 peptide fluorescence polarization, 1536-well; inhibition, % at 9.4 µM; 0.15% of 340,000 active; AID 504523; in the data active means inhibition above about 12%;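 further: human Keap1 Kelch domain with fluorescein labeled Nrf2 9mer peptide probe; 0% = neutral control wells and 100% = peptide positive control; higher means more block of Keap1 binding to Nrf2 peptide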
OPRM1-OPRD1 inv = inverse agonists of human mu-delta opioid receptor heterodimerization | inhibition, % at 9.3 µM | P35372+P41143 | 0.21% of 340,000 active | cell-based MOR-DOR heterodimer luminescence, inverse agonism; in the data active means inhibition above about 22%, passing the limit was not always enough;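 further: 0% = cells with DMSO and 100% = wells without cells with DMSO; values of inactives mirror those of a sister screen read the other way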
Target sequence (P35372 whole entry, looked up): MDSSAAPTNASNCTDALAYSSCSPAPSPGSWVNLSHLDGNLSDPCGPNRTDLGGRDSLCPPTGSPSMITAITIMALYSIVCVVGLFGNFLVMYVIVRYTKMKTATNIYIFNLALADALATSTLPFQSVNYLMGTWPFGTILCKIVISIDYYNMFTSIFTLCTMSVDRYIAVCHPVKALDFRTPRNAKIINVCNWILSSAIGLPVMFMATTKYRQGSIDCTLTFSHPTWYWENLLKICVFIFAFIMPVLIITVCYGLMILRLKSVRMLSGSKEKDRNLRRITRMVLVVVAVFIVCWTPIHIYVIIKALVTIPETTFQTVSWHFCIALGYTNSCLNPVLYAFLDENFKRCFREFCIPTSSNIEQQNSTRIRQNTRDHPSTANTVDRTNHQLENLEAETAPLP
Target sequence (P41143 whole entry, looked up): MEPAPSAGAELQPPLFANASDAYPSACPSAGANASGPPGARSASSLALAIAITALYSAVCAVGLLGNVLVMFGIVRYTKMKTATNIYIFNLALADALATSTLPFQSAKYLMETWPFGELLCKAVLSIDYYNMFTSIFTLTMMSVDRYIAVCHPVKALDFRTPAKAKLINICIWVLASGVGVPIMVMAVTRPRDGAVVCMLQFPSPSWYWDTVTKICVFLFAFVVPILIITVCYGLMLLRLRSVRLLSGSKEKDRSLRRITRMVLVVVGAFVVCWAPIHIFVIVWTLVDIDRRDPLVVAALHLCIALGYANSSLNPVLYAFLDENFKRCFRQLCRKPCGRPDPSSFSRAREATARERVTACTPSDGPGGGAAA
OPRM1-OPRD1 ag = OPRM1-OPRD1 heterodimerization agonism; cells, luminescence; P35372+P41143; 0.3% of 340,000 active; activation, % at 9.3 µM; AID 504326; in the data active means activation above about 18%;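 further: 0% = vehicle-treated cells and 100% = reference agonist; values of inactives mirror those of a sister screen read the other way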
CAL-PDZ inh HTS = inhibitors of human CAL PDZ peptide binding. 0.92% of 300,000 active. purified CAL PDZ, TMR-peptide fluorescence polarization, 1 h. Q9HD26. inhibition, % at 24.9 µM;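 active means mean inhibition of at least 30% with at least half of replicates also reaching 30%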;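 further: 0% = DMSO neutral control and 100% = excess unlabeled competitor peptide PRC23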
Starred values were filed as active, the others as inactive; . = not tested or not shown.

smiles	HTR5A ag	V-ATPase pH	HTR5A inv ag	RTF Ca sens act	LANA DNA inh	Cardiac RTF inh	Keap1 Nrf2 FP	OPRM1-OPRD1 inv	OPRM1-OPRD1 ag	CAL-PDZ inh HTS
O=C(COc1ncnc2ccccc12)Nc1cc([N+](=O)[O-])ccc1Cl	-4	1	11	-5	-0.7	-2	0	2	-0.4	-2
COc1cccc(/C=N/c2oc(-c3ccccc3)cc2C#N)c1O	0	-1	1	2	-0.7	-18	-1	11	-1.9	.
CCN(C(=O)COC(=O)c1ccc(=O)n(Cc2ccccc2)n1)C1CCS(=O)(=O)C1 (stereo unspecified)	1	5	-22	-9	2.4	-3	-3	15	-2.3	-3
CCN1CCN(C(=O)c2ccc(CNS(=O)(=O)c3cccc(OC)c3)cc2)CC1	-4	-1	-12	6	0.1	-1	-1	-1	0.3	0
CCCCn1c(NCCN(C)C)nc2c1c(=O)[nH]c(=O)n2C	-2	6	-4	5	-1.3	0	3	-6	1.1	-2
CCN=C(NCC)SC1CC(=O)N(c2ccc(OC)cc2)C1=O (stereo unspecified)	6	6	9	-2	-0.3	4	-1	10	-1.8	-3
COc1ccc(NC(=O)Cc2nnc(SCC(=O)NC3CCCCC3C)n2C)cc1 (stereo unspecified)	-1	3	1	-5	-0.6	13	-2	-6	0.8	5
Cc1nc2c(cc1C#N)C(=O)c1ccccc1-2	2	-1	9	8	2.1	-16	1	10	-2.1	-1
Cc1ccc(S(=O)(=O)NCCC(=O)NNC(=O)c2ccccc2O)cc1C	3	2	-8	-4	-8.7	-15	-2	-2	0.4	-2
O=C1CCC/C=C/C[C@@H](CC(=O)N(CCO)Cc2ccccc2)C(=O)NC[C@@H](c2ccccc2)O1	-3	-1	-19	5	-0.4	-10	6	16	-3.0	1
CCc1nnc(NC(=O)c2ccc3c(c2)C(=O)N(C(C)(C)C)C3=O)s1	-8	-2	21	5	-0.5	-7	-1	3	-0.8	-6
CCc1ccc(Nc2ncnc3nc[nH]c23)cc1	1	0	32	3	-0.3	-2	-5	11	-2.1	0
COc1cc(/C=C/C(=O)OCC(=O)N2CCC(Cc3ccccc3)CC2)ccc1O	-1	-3	3	-2	-2.2	-12	1	10	-1.6	-2
COC(=O)c1ccc(NCC(=O)Nc2cc(C)cc(C)c2)cc1	9	-4	3	0	0.5	-2	-6	-8	1.5	0
C=CCOc1ccc(C2NC(=S)NC(c3ccccc3)=C2C(C)=O)cc1OC (stereo unspecified)	-4	1	-6	2	0.8	-5	1	16	-3.2	.
COc1ccccc1N=C1NC(=O)/C(=C/c2ccc(N(C)C)cc2)S1	1	2	6	48*	-4.8	-87	-8	7	-1.4	.
c1ccc(CSc2ncn(-c3ccccc3)n2)cc1	2	-3	-8	-12	0.3	-6	-1	-23	4.3	-1
CCCCNC(=O)[C@H]1C[C@H]1[C@@H](O)[C@H](CO)NC(=O)[C@H](COCc1ccccc1)NC(=O)OC(C)(C)C	4	-4	-12	3	1.1	1	-5	-9	1.6	-2
Cc1cc(/C=N/n2c(COc3ccccc3)nc3ccccc3c2=O)c(O)c([N+](=O)[O-])c1	-2	2	0	2	-0.2	16	0	9	-1.7	-4
CN(C)CCn1c2c(c(SCC(=O)NCc3ccccc3)nc1=O)CCCC2	-4	-3	11	1	-0.1	-12	1	9	-1.8	.
COc1ccc(-n2nc(C(=O)NCC(=O)N3CCC(C(N)=O)CC3)c3ccccc3c2=O)cc1OC	-2	-2	-2	-4	-2.6	-20	1	4	-0.6	.
O=C(CSc1cccc2cccnc12)NCc1ccco1	2	0	-24	3	4.5	-8	-5	9	-2.0	-1
CCN(c1ccc(F)cc1)S(=O)(=O)c1cccc2nsnc12	3	3	-10	0	0.5	-12	0	11	-2.5	6
C=CCn1c(C(c2ccccc2)c2ccccc2)n[nH]c1=S	2	-2	-7	7	0.0	-11	-8	11	-2.1	-3
S=C(NCCN1CCOCC1)Nc1ccccc1Cl	5	-1	26	6	-1.0	0	0	-6	1.2	-2
Cc1cccc(N2C(=O)C(CC(=O)Nc3cccc(F)c3)N(CCc3ccncc3)C2=O)c1 (stereo unspecified)	-2	0	5	4	1.5	-4	-3	3	-0.6	-4
Cc1c(NC(=O)CSc2nc(-c3ccco3)cc(C(F)(F)F)n2)c(=O)n(-c2ccccc2)n1C	-4	1	10	3	0.1	5	-1	15	-2.7	-1
CCC(C)(C)NC(=O)C(c1ccc(OC)cc1)N(C(=O)CCC(=O)Nc1cc(C)on1)c1cccc(OC)c1 (stereo unspecified)	-5	-2	-9	-5	0.8	1	2	6	-0.9	-6
FC(F)(F)c1nc2ccccc2n2c(-c3ccc(Cl)cc3)nnc12	-4	0	9	1	-0.9	5	2	31*	-6.6	1
CCS(=O)(=O)NCc1csc(-c2ccccc2)n1	-4	1	-11	0	-1.5	0	-2	7	-1.2	.
CN1CCN(C(=O)CCN2C(=O)c3ccccc3S2(=O)=O)CC1	3	-9	3	1	0.4	-16	1	18	-3.8	-6
CC[C@H](C)[C@H](NC(N)=O)C(=O)Nc1ccc(NC(C)=O)cc1	0	-2	0	-3	22	-9	-7	9	-1.7	-4
CCc1ccc(S(=O)(=O)NCCc2cn3cccc(C)c3n2)s1	0	0	-7	-8	-1.9	-1	1	-7	1.0	-3
Cc1ccc(C(=O)COC(=O)CNC(=O)CNC(=O)c2ccc(C)cc2)cc1	3	-1	-7	-3	1.7	11	-1	11	-2.0	-3
O=S1(=O)c2c(F)cccc2O[C@@H](COCc2ccccc2)CN1CCc1ccc(F)cc1	3	0	-12	1	1.1	-2	-3	14	-3.0	-5
COC(=O)C1C(O)C(C)C(O)C(C)(O)/C=C\C=C(/C)C(=O)Nc2c(C)c(OC(C)=O)c3c(c2O)C(=O)C(C)=C2OCOC(=C23)/C(C)=C/C(C)(O)C(O)C(C)C1O (stereo unspecified)	0	3	-1	-1	1.1	-13	-5	-9	1.7	0
CCn1nc(C)c(Oc2ccccc2O)c1C	-2	2	-8	8	-1.5	-12	2	2	-0.4	3
CN(/N=C/c1ccccc1)C(=S)c1ccccc1	3	2	2	-3	-1.4	-1	-8	-4	0.8	-7
C=C1CCN([C@H](C(=O)NCc2ccc(OC)cc2)C(C)C)S(=O)(=O)c2ccccc21	-2	3	3	-3	1.2	-14	-1	11	-2.0	-2
O=C(Nc1ccc(C(=O)N2CCOCC2)cc1)c1cccc([N+](=O)[O-])c1	-3	-3	8	6	-2.0	3	0	4	-0.5	-4
Cc1cccc(N2CCN(S(=O)(=O)c3c(C)[nH]c(C)c3C(=O)N3CCCCC3)CC2)c1C	0	1	0	-7	0.7	-10	-2	11	-2.2	-1
CCOC(=O)C(=O)Nc1ccc(S(=O)(=O)Nc2ncccn2)cc1	-1	1	-10	-1	-0.5	-3	0	-4	0.8	0
Cc1ccc2[nH]cc(S(=O)(=O)c3ccc(C)c(C)c3)c(=O)c2c1	3	-4	-12	-3	-0.6	0	0	11	-1.9	-2
CCOC(=O)N1CCN(C(=O)CSc2ccc(C(=O)OC)cc2[N+](=O)[O-])CC1	-1	0	4	0	2.6	-4	-4	16	-3.4	1
CCCN1CCN(CCCNC(=O)C2CCCN(c3nnc(-n4cccc4)s3)C2)CC1 (stereo unspecified)	-3	-3	-25	0	-1.4	-1	-4	-3	0.6	-4
COc1ccccc1NS(=O)(=O)c1ccc2c(c1)N(C(C)=O)CC(C)S2 (stereo unspecified)	-3	6	15	2	0.5	-1	-2	9	-1.8	-4
CC(C)P(=O)(c1cccc(C(=O)O)c1)C(C)C	3	0	17	-7	0.0	12	-1	11	-2.0	-2
CCOc1cc(C(=O)N2CCN(C/C=C/c3ccccc3)CC2)cc(OCC)c1OCC	1	0	-3	-4	1.3	4	3	-1	0.1	-5
CCN1CCN(C(c2cccs2)C(C)NS(=O)(=O)c2ccc(F)cc2)CC1 (stereo unspecified)	0	-1	9	8	-1.4	2	-3	2	-0.3	-3
CC1(C2CC2)NC(=O)N(CC(=O)Nc2ccccc2F)C1=O (stereo unspecified)	1	-4	-20	-3	1.9	-13	-1	24	-4.8	-4
O=C(c1ccc([N+](=O)[O-])cc1)N(Cc1ccc(Cl)cc1Cl)N1C(=O)CCCC1=O	0	4	-5	3	4.1	-5	-2	-24	4.3	.
CC1CCCCC1N1CN=C(Nc2nc3ccccc3s2)NC1 (stereo unspecified)	2	-3	-12	8	-0.1	15	-2	-5	1.0	-2
CC1=C(C(=O)Nc2ccccc2C)C2(CCCC2)C(C(N)=O)C(=O)N1 (stereo unspecified)	-2	6	-19	4	0.5	-4	-1	10	-1.8	.
O=C(Cc1ccccc1[N+](=O)[O-])N1CCc2ccccc2C1	-3	1	8	-2	0.2	-3	-1	15	-2.7	-7
Cc1ccccc1N(CC(=O)NCCSCc1ccco1)S(C)(=O)=O	7	1	-17	3	-2.7	-11	-1	-1	0.2	-7
Cc1ccccc1Nc1c(-c2ccccc2)nc2ncccn12	3	1	-9	-2	-5.6	6	-5	6	-1.2	-1
O=C(Nc1ccc(Cl)cc1Cl)N1CCN(c2ncccn2)CC1	-3	-2	6	6	-1.1	-2	-1	-8	1.5	-3
O=C(CSc1ncnc2ccccc12)NC1CCS(=O)(=O)C1 (stereo unspecified)	-1	2	4	-1	1.2	-11	-5	7	-1.7	-20
